FadD28 FP inh: M. tuberculosis FadD28 bisubstrate binding inhibition | FadD28 bisubstrate probe binding, fluorescence polarization | inhibition, % at 12.5 µM | 0.22% of 360,000 active | AID 588549; in the data active = inhibition above about 8.5%, passing the limit was not always enough; inconclusive = no clear call, values can overlap the other calls
DUSP3 inh: blocks human VHR1 dual specificity phosphatase; P51452; recombinant VHR phosphatase, pNPP absorbance; inhibition, % at 13.3 µM; 0.52% of 290,000 active; in the data active = inhibition above about 50%; note: some compounds called inactive have numbers as strong as hits
Target sequence (P51452 whole entry, looked up): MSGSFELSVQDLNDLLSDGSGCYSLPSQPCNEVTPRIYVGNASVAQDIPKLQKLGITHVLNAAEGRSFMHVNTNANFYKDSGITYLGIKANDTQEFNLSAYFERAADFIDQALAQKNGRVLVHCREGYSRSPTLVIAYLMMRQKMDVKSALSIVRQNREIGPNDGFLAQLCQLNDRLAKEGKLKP
MazEF act: activators of E. coli MazEF toxin-antitoxin RNase; 0.32% of 350,000 active; FAM/BHQ RNA-DNA oligo cleavage fluorescence, 5 h; activation, % at 20 µM; P0AE70; in the data active = activation above about 50%
UGM FP inh: Mtb UDP-galactopyranose mutase inhibition; P9WIQ1; purified UGM, fluorescence polarization probe displacement; inhibition, % at 10 µM; 0.06% of 320,000 active; in the data active = inhibition above about 10%, passing the limit was not always enough; inconclusive = no clear call, values can overlap the other calls
Target sequence (P9WIQ1 whole entry, looked up): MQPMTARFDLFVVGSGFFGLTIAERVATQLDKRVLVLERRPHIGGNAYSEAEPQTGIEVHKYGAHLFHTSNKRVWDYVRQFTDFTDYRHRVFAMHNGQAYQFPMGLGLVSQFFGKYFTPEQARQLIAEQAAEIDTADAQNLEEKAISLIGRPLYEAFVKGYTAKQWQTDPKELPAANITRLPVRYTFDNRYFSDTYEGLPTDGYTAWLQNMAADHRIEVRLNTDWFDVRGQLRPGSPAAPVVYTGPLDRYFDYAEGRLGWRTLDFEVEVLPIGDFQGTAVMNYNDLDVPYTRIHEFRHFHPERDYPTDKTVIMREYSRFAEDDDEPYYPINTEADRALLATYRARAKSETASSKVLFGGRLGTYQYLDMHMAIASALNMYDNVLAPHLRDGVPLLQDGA
Mtb FBA inh: inhibits M. tuberculosis FBA enzyme; P9WQA3; purified M. tuberculosis FBA, fluorescence read-out; inhibition, % at 1 µM; 2.3% of 360,000 active; AID 588726; in the data active = inhibition above about 27%;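 note: 0% = vehicle and 100% = reference inhibitor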
Rv3671c protease: inhibits the M. tuberculosis serine protease Rv3671c | inhibition, % at 5.96 µM | 0.048% of 320,000 active; in the data active = inhibition above about 38%;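 note: extracellular domain of Rv3671c used as enzyme; 0% = enzyme with DMSO and 100% = no enzyme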
Target sequence (P9WHR9 whole entry, looked up, the tested form may be a part): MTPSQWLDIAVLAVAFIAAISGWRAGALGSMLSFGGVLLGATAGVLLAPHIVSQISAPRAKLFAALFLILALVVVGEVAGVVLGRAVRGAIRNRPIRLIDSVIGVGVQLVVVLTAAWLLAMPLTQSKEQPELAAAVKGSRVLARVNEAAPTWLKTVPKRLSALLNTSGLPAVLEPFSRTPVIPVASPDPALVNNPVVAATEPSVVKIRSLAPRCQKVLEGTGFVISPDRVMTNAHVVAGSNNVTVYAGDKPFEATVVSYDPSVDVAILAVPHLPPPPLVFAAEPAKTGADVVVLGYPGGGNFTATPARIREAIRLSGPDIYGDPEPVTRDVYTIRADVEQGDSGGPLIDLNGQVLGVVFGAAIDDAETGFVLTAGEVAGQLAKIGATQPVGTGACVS
GDH-TPI inh: GDH-TPI coupled enzyme inhibition counter-screen | inhibition, % at 4.8 µM | 1.2% of 360,000 active | GDH-TPI coupled enzyme counterscreen, NADH absorbance | AID 588335;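 note: 0% = DMSO wells and 100% = wells lacking the enzyme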
Mtb BioA inh: blocks M. tuberculosis BioA enzyme activity. purified M. tuberculosis BioA enzyme, plate reader. inhibition, % at 9.99 µM. 0.096% of 360,000 active; in the data active = inhibition above about 40%; inconclusive = no clear call, values can overlap the other calls
CCHFV vOTU inh: CCHFV vOTU protease inhibition | inhibition, % at 11.5 µM | 0.55% of 370,000 active | Pep-AMC fluorescence; note: 0% = vehicle wells with enzyme and 100% = no enzyme wells
BoNT F protease: BoNT F light chain protease inhibition | Multiplex microsphere protease cleavage assay, flow cytometry | inhibition, % at 10 µM | 0.22% of 360,000 active; in the data active = inhibition above about 35%, passing the limit was not always enough; inconclusive = no clear call, values can overlap the other calls; note: plate controls were buffer without enzyme for full effect and enzyme alone for no effect
Active calls of the source: *; ? = inconclusive; . = not tested or not shown; & = joins results of further samples. Cut-off read from the data, not from the text of the source, unless noted: active = inhibition above about 30%; inactive = the rest.

SMILES	FadD28 FP inh	DUSP3 inh	MazEF act	UGM FP inh	Mtb FBA inh	Rv3671c protease	GDH-TPI inh	Mtb BioA inh	CCHFV vOTU inh	BoNT F protease
O=C(c1cc(-c2ccc(Cl)c(Cl)c2)on1)N1CCCCC1	-4.4	2	-1	-2.8	-1	-1	10	-1.0	5	0
COc1cccc(N(CC(=O)NC2CCCC2)C(=O)CCC(=O)Nc2cc(C)on2)c1	-3.0	-19	3	-1.7	1	10	5	-1.4	-13	0
NS(=O)(=O)c1cccc(NC(=O)c2ccccc2NS(=O)(=O)c2ccc(F)cc2)c1	-1.6	-16	0	0.1	13	-7	14	-0.7	2	-23
Cc1ccc(S(=O)(=O)N2CCCCC2)cc1NC(=O)CSc1nnc(C2CC2)n1N	-0.5	.	-3	2.6	2	7	2	0.0	-6	-6
Cc1ccc(-c2csc(NCCc3nc4cc(Cl)c(Cl)cc4n3CCCO)n2)cc1	-3.6	.	-12	2.7	3	-3	8	-1.3	4	-8
Cc1ccc(C)c(NC(=O)CN2C(=O)C3CC=CCC3C2=O)c1 (stereo not given)	-2.4	.	1	.	-1	.	5	-0.3	-5	-2
O=C(O)c1ccc(S(=O)(=O)c2ccc3c(c2)C(=O)N(NC(=O)c2ccccc2)C3=O)cc1	0.0	11	6	0.4	4	-9	9	-0.9	14	-3
COc1cc(/C=N/NC(=O)Cc2cccs2)c([N+](=O)[O-])cc1OC	-0.4	5	7	1.5	-2	1	5	2.9	-1	-1
CCOCCCn1c(=S)[nH]c2cc(C(=O)NCCCN(CC)CC)ccc2c1=O	-4.4	4	19	-0.7	-2	-5	-2	-0.9	16	-5
NC(=O)C1CCN(C2CC(=O)N(Cc3cccs3)C2=O)CC1 (stereo not given)	2.0	2	-10	.	-3	4	16	-2.0	-2	2
Cn1c(=O)n(CC(=O)N2CCN(c3nnc(-c4ccccc4)c4ccccc34)CC2)c2ccccc21	-1.2	28	7	3.7	0	-2	4	8.9	-5	-3
CCn1c(=O)c(C(=O)NCc2ccc3c(c2)OCO3)c(O)c2ccccc21	-4.9	18	4	0.0	-1	-9	3	0.4	-2	?
Cc1ccc(CS(=O)(=O)Cc2ccc(C(=O)NCc3ccccn3)o2)cc1	0.4	2	-5	0.9	3	5	4	-1.4	5	-14
Cc1ccc2nc(N(CCCN(C)C)C(=O)c3ccco3)sc2c1	-2.9	2	-5	-1.4	0	0	8	.	4	3
CCOC(=O)c1c(C)[nH]c(C(=O)OC(C)C(=O)Nc2ccc(C)cc2)c1C (stereo not given)	-2.1	.	-16	.	-2	.	-1	-0.3	-4	8
CCOC(=O)c1cc(/C(C)=N/OC(=O)c2ccc(C(C)(C)C)cc2)on1	-1.5	63	-2	0.6	4	-4	3	.	-4	.
COc1ccccc1CNc1cc(CSc2ccc(Cl)cc2)nc(C)n1	-1.8	3	-6	6.8	0	-2	12	-1.1	12	-4
CCCCn1c(N)c(N(CCC(C)C)C(=O)c2ccc(N3CCCC3=O)cc2)c(=O)[nH]c1=O	-0.9	.	-1	1.2	-1	3	4	.	1	-4
CC(C)(C)N(Cc1ccccc1)C(=O)COC(=O)CSc1ccc([N+](=O)[O-])cc1	-15	.	-8	-0.6	-2	-1	9	0.8	0	-1
CCCc1nc(SCC(=O)NC2CC2)c2c(C)c(C)sc2n1	-1.6	13	7	-0.1	3	-4	2	-3.5	-16	-7
CC(=O)NC(CC(=O)OC(C)C(=O)Nc1ncc(Cl)cc1Cl)c1ccccc1 (stereo not given)	-2.6	29	-1	0.8	3	0	-3	1.3	-8	7
O=C(CSc1nnc(CNc2ccc(F)cc2)o1)c1ccccc1	0.9	8	-3	2.6	0	1	9	.	9	-2
Cc1nc([N+](=O)[O-])cn1CCCCN1C(=O)c2ccccc2C1=O	-0.6	8	-1	1.3	-1	0	16	-2.4	28	?
COc1ccc(CCNC(=O)c2cc(=O)c3cc(C)ccc3o2)cc1	-1.2	12	3	-2.7	-2	-12	4	.	5	-20
COc1cccc(/C=N/NC(=O)CCc2n[nH]c(=O)[nH]c2=O)c1O	-1.3	17	-6	-0.9	0	1	3	.	-4	-15
O=C(CCCOC(=O)c1cccnc1Cl)c1ccc(Br)cc1	-0.9	.	3	1.7	-1	-8	-1	-0.4	-4	-1
Cc1oc(C)c(C(=O)O)c1COc1ccc(C(=O)O)cc1	0.9	28	-4	4.6	-5	-8	2	-2.2	3	11
Brc1cccc(CNCCCN2CCOCC2)c1	-3.0	17	3	1.1	0	11	1	0.2	8	-6
O=c1[nH]c(CSc2nnc(-c3ccncc3)n2Cc2ccco2)nc2ccccc12	1.1	33	1	-3.0	0	-3	4	4.1	4	-4
COc1ccccc1C(CNC(=O)C(C)(C)Oc1ccc(Cl)cc1)N1CCCC1 (stereo not given)	-3.5	.	8	1.4	-2	2	-2	.	6	-12
CC(C)OC(=O)/C(=C/c1ccc2c(c1)c1ccccc1n2C)NC(=O)c1ccccc1	-2.6	13	-2	0.0	0	-26	34*	-0.8	-14	-12
CSc1ccc(C(=O)C2CCCN(Cc3ccc(N4CCNC4=O)cc3)C2)cc1 (stereo not given)	-5.6	22	9	-1.3	1	6	5	-0.3	5	3
CCC(C)C1N=C(c2ccccc2)c2cc(Cl)ccc2N(CC(=O)NCc2ccco2)C1=O (stereo not given)	-0.3	0	-10	4.0	0	2	0	0.7	1	-7
O=S(=O)(Nc1ccc(S(=O)(=O)Nc2cccc3ccccc23)cc1)c1ccccc1	-2.1	29	-4	0.3	3	-28	2	4.8	11	-10
COc1ccccc1CNC(=O)CSc1ccc(C(=O)Nc2ccccc2OC)cc1[N+](=O)[O-]	0.1	26	4	0.8	-2	-3	-2	.	8	1
COC(=O)c1cc2c(ccn2-c2ccc(F)cc2)n1Cc1cccc(OC)c1	-4.5	26	-11	-1.7	1	-16	10	-1.2	-10	-6

Full records from above:
CCC(C)C1N=C(c2ccccc2)c2cc(Cl)ccc2N(CC(=O)NCc2ccco2)C1=O (stereo not given) is listed with FadD28 FP inh = -0.3; DUSP3 inh = 0; MazEF act = -10; UGM FP inh = 4.0; Mtb FBA inh = 0; Rv3671c protease = 2; GDH-TPI inh = 0; Mtb BioA inh = 0.7; CCHFV vOTU inh = 1; BoNT F protease = -7
COc1ccccc1CNC(=O)CSc1ccc(C(=O)Nc2ccccc2OC)cc1[N+](=O)[O-] is listed with FadD28 FP inh = 0.1; DUSP3 inh = 26; MazEF act = 4; UGM FP inh = 0.8; Mtb FBA inh = -2; Rv3671c protease = -3; GDH-TPI inh = -2; Mtb BioA inh = .; CCHFV vOTU inh = 8; BoNT F protease = 1

Other results
SMILES	FadD28 FP inh	DUSP3 inh	MazEF act	UGM FP inh	Mtb FBA inh	Rv3671c protease	GDH-TPI inh	Mtb BioA inh	CCHFV vOTU inh	BoNT F protease
O=[N+]([O-])c1cccn2cc(-c3ccc(Br)cc3)nc12	-0.9	0	6	-1.2	-5	-9	7	-2.3	18	1
Cc1cccc(S(=O)(=O)NC(Cc2c[nH]c3ccccc23)C(=O)O)c1 (stereo not given)	1.1	2	4	1.6	2	2	2	0.1	-12	-2
COc1ccc(CNC(=O)CN(c2ccccc2OC)S(=O)(=O)c2cccs2)cc1	0.1	.	0	-4.9	3	7	3	-1.8	6	-8
Cc1ccc([N+](=O)[O-])cc1NC(=O)CCCOc1ccccc1	-1.6	1	0	1.0	0	-5	2	0.2	2	-1
Cc1occc1-c1nnc(SCC(=O)c2c(N)n(C3CC3)c(=O)[nH]c2=O)n1C	0.4	.	-1	0.6	6	0	0	-8.5	8	4
O=C(O)c1ncc(Cl)c(Cl)c1Cl	-1.2&-1.9	-11&17	3&-25	-3.2&-3.9	1&2	-1&-5	-9&10	.	-10&4	6&6
Cc1cc(C)n2nc(C(=O)OCC(=O)NCc3ccc(F)cc3)nc2n1	-2.4	.	5	2.4	2	-5	1	-0.2	11	2
Cc1ccsc1C(=O)C1CCCN(Cc2ccn[nH]2)C1 (stereo not given)	-2.2	17	-11	-0.8	-2	0	-1	.	6	0
Cc1ccc(NC(=O)c2cnccn2)cc1S(=O)(=O)N1CCCCCC1	-5.4	.	9	4.3	-1	0	-5	.	9	-7
Cc1nnc(Cl)c2nn(-c3ccccc3)c(C)c12	-0.4	1	-12	-0.8	-1	-16	8	2.9	-10	-1
COc1ccc(-c2cc(C(F)(F)F)nc(SCC(=O)N3CCOCC3)n2)cc1OC	-4.8	4	3	0.6	2	2	22	-0.6	14	-8
CCn1c(=O)cc(SCC(=O)NCc2ccco2)c2ccccc21	-1.8	24	2	-2.4	4	-5	2	-0.1	2	-3
Cc1ncoc1C(=O)N1CCCC(C(=O)c2ccc(-c3ccccc3)c(F)c2)C1 (stereo not given)	-2.8	8	11	-1.1	-2	-5	-10	13	9	-4
CN1CCN(c2ccc([N+](=O)[O-])c(N)c2)CC1	0.4	-14	-1	-0.3	-5	1	9	.	-7	-3
Cc1cccc(NC(=O)c2c(-c3ccccc3)noc2C)n1	-4.9	14	-4	0.9	0	-9	-4	0.5	9	1
NC(=O)C1(N2CCCCC2)CCN(C(=O)c2cccn3c(=O)c4cc(Cl)ccc4nc23)CC1	-0.6	14	-1	1.3	40*	7	29	2.0	-60	4
NC(=O)N/N=C/C=C/c1ccccc1	-2.1	12	-15	2.6	2	8	11	.	0	-3
CCOc1ccc(-n2nnc3c(=O)n(CC(=O)N4CCCc5ccccc54)cnc32)cc1	0.9	30	2	1.3	4	-24	-3	-3.1	-2	-7
CC(Oc1ccc(Cl)cc1Cl)C(=O)NC(Cc1ccccc1)C(=O)O (stereo not given)	-1.0	.	-9	.	1	.	1	.	5	-2
COc1ccc(NC(=O)CN(C)C(=O)Cc2ccc3c(c2)OCCO3)cc1	0.9	.	-10	0.2	3	2	6	-2.5	2	-4
Fc1ccccc1CNCC1CCCO1 (stereo not given)	-0.2	9	6	.	0	.	-1	-0.6	5	?
O=C(Cn1cnc2c(cnn2-c2ccc(Cl)cc2)c1=O)N1CCN(c2ccccc2)CC1	-2.7	2	-6	2.4	2	6	-10	0.1	-5	2
O=C(NCC(c1ccco1)N1CCN(c2ccccc2F)CC1)C(=O)NC1CCCC1 (stereo not given)	-2.7	.	-3	2.6	-3	2	-3	0.0	0	-8
CC1CN2c3ccc([N+](=O)[O-])cc3CC3(C(=O)N(C)C(=O)N(C)C3=O)C2C(C)O1 (stereo not given)	-1.8	4	-1	-2.3	-16	-3	18	.	-4	?
CC(C)(C)CC(C)(C)c1ccc(O)c(Cc2ccc(Cl)cc2Cl)c1	-3.8	.	-2	.	-4	.	5	-3.6	25	6
CS(=O)(=O)c1ccc(Cl)c(NC(=O)CCN2C(=O)C3CC=CCC3C2=O)c1 (stereo not given)	-4.6	.	4	-0.6	1	-5	-9	-0.1	6	-7
Nc1cc(N2CCOCC2)c(Cl)cc1[N+](=O)[O-]	-7.5	20	0	1.1	-6	-6	4	.	1	-5
O=C(O)C(CO)(c1ccccc1)c1ccccc1	0.9	20	-8	-1.5	5	-5	6	-2.5	6	4
COc1ccc(S(=O)(=O)Cc2ccc(C(=O)N3CCCC3)o2)cc1	0.2	-10	7	1.6	-1	-1	6	0.4	-2	-5
O=C(Nc1ccc(C(F)(F)F)cc1)c1cc(-c2cccnc2)nc2ccc(Br)cc12	-1.4	24	4	2.2	1	-6	9	-1.4	2	0
COc1ccc(N=C2C(=Nc3ccc(OC)cc3)N(c3ccc(N(C)C)cc3)C(=S)N2c2ccc(OC)cc2)cc1	-1.5	13	1	-2.9	1	-5	13	.	4	-21
Cc1cc(C)c(C(=O)COC(=O)c2cccnc2Cl)c(C)c1	-2.7	32	-6	-0.9	1	3	-1	.	22	-4
CC(C)(C)C(=O)COC(=O)CCc1nc2ccccc2[nH]c1=O	0.8	12	7	2.3	6	2	8	.	4	-8
O=C(COC(=O)CCC(=O)c1ccccc1)NCCc1ccccc1	-0.4	.	-3	0.1	2	4	8	0.1	-6	11

Assay outcomes from PubChem.
